HIV RNase H inh: blocks HIV-1 RNase H cleavage of RNA/DNA duplex. RT-RNase H RNA/DNA duplex cleavage, fluorescence. inhibition, % at 10 µM. 65,000 compounds, 1.9% hits; in the data active = inhibition above about 50%
RmlC RmlD mix: inhibitors of RmlC and RmlD coupled enzymes; RmlC/RmlD coupled enzyme inhibition, 384-well mixture HTS; inhibition, % at 5.5 µM; 110,000 compounds, 0.39% hits; AID 1532; in the data active = inhibition above about 30%, passing the limit was not always enough; inconclusive = no clear call, values can overlap the other calls; also: strong numbers were not always called active
* hit, by the source's call; u = inconclusive; x = no result given. These rows are one share of the data. The share of hits here may be higher or lower than overall.

SMILES | HIV RNase H inh | RmlC RmlD mix
CCOCc1nnc(NC(=O)c2cccs2)s1 | -5 | 5
Cc1ccc2cc(COC(=O)c3ccco3)c(=O)[nH]c2c1 | x | 13
Cn1c(N)c(C(=O)COC(=O)c2ccco2)c(=O)n(C)c1=O | -4 | 4
CCOC(=O)C1CCCN(C(=O)CNS(=O)(=O)c2ccc(Br)s2)C1 (centres undefined) | -7 | -2
Cc1cc2nc(-c3ccco3)cc(C(F)(F)F)n2n1 | -5 | -2
O=c1cc(N2CCN(c3cccc(Cl)c3)CC2)[nH]c(=O)n1C1CCCCC1 | 1 | -9
CCn1c2ccccc2c2cc(NC(=O)COC(=O)C3CCC(=O)N3)ccc21 (centres undefined) | -22 | -9
Cc1cc2c(c(=O)n1CCN(C)C)C(c1ccccc1Br)C(C#N)=C(N)O2 (centres undefined) | 1 | -7
COc1ccccc1S(=O)(=O)Cc1ccc(C(=O)N2CCN(c3ccc(C)cc3)C(C)C2)o1 (centres undefined) | 0 | -11
O=C(Nc1ccc2c(c1)C(=O)N(CC1CCCO1)C2=O)c1cccc(Br)c1 (centres undefined) | x | -14
CC1(C)CC(=O)c2sc(NC(=O)c3ccco3)nc2C1 | -8 | -17
Cc1ccc(S(=O)(=O)N2CCCN(S(=O)(=O)c3ccc4c(c3)OCCO4)CC2)cc1 | -8 | 3
O=C(Nc1cc(-c2nn(CC(=O)N3CCCCC3)c(=O)c3ccccc23)ccc1N1CCOCC1)c1ccc(Cl)cc1 | x | 6
COc1ccc(Nc2ncnc3c2cnn3Cc2ccccc2)cc1OC | -26 | 2
COC(=O)c1[nH]c2ccccc2c1NC(=O)CCN1CCSCC1 | -2 | -10
COC(=O)COc1ccc(S(=O)(=O)Nc2ccc(C(N)=O)cc2)cc1Cl | 2 | -5
Cc1nnc(Nc2ccc(C(=O)N3CCOCC3)cc2)c2ccccc12 | 0 | 3
O=C(CN1CCN(C(=O)c2ccco2)CC1)Nc1ccccc1-c1ccccc1 | -11 | 9
N=C1/C(=C/c2cccs2)C(=O)N=C2SN=C(SCc3ccccc3)N12 | x | -6
COCCn1c(=S)[nH]c2cc(C(=O)N3CCN(c4ccccc4OC)CC3)ccc2c1=O | -6 | 12

Single records, from the list above. Screens in order: HIV RNase H inh, RmlC RmlD mix
COC(=O)COc1ccc(S(=O)(=O)Nc2ccc(C(N)=O)cc2)cc1Cl in the list: 2, -5
COc1ccc(Nc2ncnc3c2cnn3Cc2ccccc2)cc1OC in the list: -26, 2
O=C(Nc1cc(-c2nn(CC(=O)N3CCCCC3)c(=O)c3ccccc23)ccc1N1CCOCC1)c1ccc(Cl)cc1 in the list: x, 6

More records:
SMILES | HIV RNase H inh | RmlC RmlD mix
COCCN1C=C2C(=O)C(C)(OC(=O)CCC(=O)OC)C(=O)C=C2C=C1C1CC1 (centres undefined) | x | 13
Cc1ccccc1-c1nc2ccccc2c(=O)n1/N=C/c1ccccc1[N+](=O)[O-] | x | -16
C=CCn1c(SCC(=O)Nc2ccc3c(c2)OCO3)nnc1-c1ccccc1OC | -13 | -8
CCCc1nnc(SCC(=O)N2CCOCC2)n1Cc1ccco1 | -3 | -8
CCOC(=O)C(C)n1ncn2cccc2c1=O (centres undefined) | -19 | 8
O=C(CN1C(=O)CC(c2ccco2)Sc2ccccc21)NCC1CCCO1 (centres undefined) | -12 | -21
Cc1ccccc1N1C(=O)C(Cl)=C(N2CCCCCC2)C1=O | 9 | -1
CCOC(=O)NC(CC(=O)O)c1ccc(OC)cc1 (centres undefined) | -6 | -7
Cc1ccc(/C(N)=N/OC(=O)c2cc(-c3ccccc3)nc3ccccc23)cc1 | x | 4
CCOC(=O)c1ccc2c(c1)N(CC(=O)N1CCCC1)C(=O)C(C)(C)O2 | 1 | 5
Cc1[nH]nc2c1C(c1ccc(Cl)cc1)C(C#N)=C(N)O2 (centres undefined) | -54 | -13
COCCNS(=O)(=O)c1ccc(-c2ccc(S(=O)(=O)NCCOC)cc2)cc1 | 3 | x
O=S1(=O)CCN2C(c3ccc4c(c3)CCCC4)=CSC2=N1 | -8 | -3
O=C(Nc1ccccc1Cl)c1ccccc1Cl | x | -9
COC(=O)c1cc(Cl)c(N)cc1OC | -8 | -12
O=C(NC1CCCCC1)c1ccc(CN2CCOCC2)cc1 | x | 5
CCO[C@@H]1OC(C(=O)NCc2ccccc2)=C[C@H](C(C)(C)C)[C@H]1CCCO | x | 12
COCCSc1nc2c(c(=O)[nH]c(=O)n2C)n1Cc1cccc(C)c1 | -20 | 9
Cc1ccc(C(=O)OCC(=O)Nc2cc(F)ccc2F)cc1NC(=O)c1ccco1 | x | -8
CCc1ccccc1NC(=O)CN1CCC(NC(=O)COC)CC1 | -1 | -71
CCC(C)NS(=O)(=O)c1ccc(S(=O)(=O)N2CCCC3(CCCCC3)C2)cc1 (centres undefined) | x | -29
COc1ccc(N2CCN(C(=O)c3cc4c(-c5cccc(OC)c5)nn(C)c4s3)CC2)cc1 | -6 | 3
CCCN(Cc1ccc(N(CC)CC)cc1)CC1CC1 | x | 11
COc1ccc(CCNC(=O)CSc2nc3ccccc3o2)cc1OC | x | 7
CC(C)Cc1nc(C(N)=O)c2[nH]c(=O)n(-c3ccc(F)cc3)c2n1 | -8 | x
O=c1c(F)cn(C2CCCO2)c(=O)n1Cc1c(Cl)cccc1Cl (centres undefined) | x | 4
COc1ccc(NC(=O)c2ccc(N(C)S(C)(=O)=O)cc2)cc1OC | -1 | 7
COc1cccc(NCc2cc3c(C(C)(C)C)nn(-c4ccccc4)c3[nH]c2=O)c1 | x | 5
O=C(Nc1nccs1)c1ccc(Cl)s1 | -10 | 2
O=C(CSc1nnc(-c2ccccc2)o1)N1CCc2ccccc2C1 | -23 | 0
CC(NC(=O)C(=O)NN=C1CCCCCC1)c1ccccc1 (centres undefined) | x | -15
CCOC(=O)c1c(NC(=O)CSc2nnnn2C)sc(C)c1-c1ccc(C)cc1 | -56 | -23
O=C(Nc1cccc(F)c1)NC1CCCCC1 | -10 | 9
CN(CCNC(=O)CCNC(=O)Cn1ccc2ccccc2c1=O)Cc1ccccc1 | -4 | 2
CC(=O)N=c1ncn(CC(COC(C)=O)OC(C)=O)c2nc[nH]c12 (centres undefined) | -4 | 28
C=CCc1cccc2cc(C(=O)O)c(=O)oc12 | x | -8
CCOC(=O)N1CCN(C(=O)CSCC(=O)Nc2nc(-c3cccs3)cs2)CC1 | -13 | -6
O=C(O)CSc1nc(C(F)(F)F)cc(=O)n1-c1ccccc1 | x | 5
Cc1cc2ccccc2n1CCNC(=O)c1cccs1 | -2 | 14
CCCCN1C(=O)NC(NS(=O)(=O)c2ccc(N)cc2)(C(F)(F)F)C1=O (centres undefined) | x | -13

Overlap with the part before: 3 entries; new compounds follow.
SMILES | HIV RNase H inh | RmlC RmlD mix
O=C(O)CSc1nc(C(F)(F)F)cc(=O)n1-c1ccccc1 | x | 5
Cc1cc2ccccc2n1CCNC(=O)c1cccs1 | -2 | 14
CCCCN1C(=O)NC(NS(=O)(=O)c2ccc(N)cc2)(C(F)(F)F)C1=O (centres undefined) | x | -13
O=C(Nc1ccccc1F)c1ccc(Br)o1 | x | 16
Cc1cc(Cl)ccc1OCC(=O)NCCCN1CCOCC1 | -2 | -8
O=C1CC(c2ccccc2)n2nc(NC(=O)c3ccccn3)nc2N1 (centres undefined) | 0 | -11
Cc1cc2c(n1-c1ccc(Br)cc1)CC(C)(C)CC2=O | x | 3
CCCCN(CCCC)S(=O)(=O)c1ccc(OC)c2ncccc12 | -24 | -15
CCOc1ccc(-n2c(Cc3cc(=O)[nH]c(=O)[nH]3)nnc2SCC)cc1 | -13 | 0
N=c1n(-c2ccccc2)c(O)cc(=O)n1-c1ccccc1 | -5 | 5
CCOC(=O)c1c(C)nc2c(c1-c1cc(OC)c(OC)c(OC)c1)C(=O)c1ccccc1-2 | x | 3
O=C(Nc1ccccn1)NC12CC3CC(CC(C3)C1)C2 | 3 | -13
Cn1c(=O)c2c(SCc3cccc(C(F)(F)F)c3)nc(-c3ccco3)nc2n(C)c1=O | 37 | -10
COc1ccc(Cc2nnc(Nc3ccc(C)cc3C)[nH]c2=O)cc1 | -7 | u
CC(C)C(=O)NC(NC(=S)Nc1cccc2cccnc12)C(Cl)(Cl)Cl (centres undefined) | x | -6
CN1CCN(C(=O)c2ccc(CN3CCOCC3)cc2)CC1 | -8 | -12
O=C(NCc1cc(C(F)(F)F)cc(C(F)(F)F)c1)C1CC(c2c(Cl)cccc2Cl)=NO1 (centres undefined) | x | 2
c1ccc(-c2noc(-c3cccc4ccccc34)n2)nc1 | -43 | 1
Cc1c(NC(=O)C2(c3ccccc3)CCOCC2)c(=O)n(-c2ccccc2)n1C | -1 | -8
CCOc1ccccc1Nc1ncccc1C(=O)N1CCCC1 | -2 | -7
O=C(CSc1nnc(-c2cccc(S(=O)(=O)N3CCCCC3)c2)o1)c1ccc[nH]1 | 9 | -10
CCOc1cc(CNc2ccc(OC)cc2)cc(Br)c1OCC(=O)NC(C)(C)C | x | -2
Cc1ccc2nc(Nc3ccccc3O)nc(-c3ccccc3)c2c1 | x | 0
O=C(O)CSc1nnc(CNc2cccc(C(F)(F)F)c2)n1Cc1ccco1 | 4 | 3
Nc1ccccc1NC(=O)c1ccccc1N | 4 | 5
Fc1ccccc1C(c1nnnn1Cc1ccc2c(c1)OCO2)N1CCN(Cc2ccco2)CC1 (centres undefined) | 1 | -11
COc1ccc(N(CC(=O)N2CCc3ccccc32)S(=O)(=O)c2c(C)n[nH]c2C)cc1 | -5 | -12
COc1cccc(-c2cc(C(=O)N3CCCCC3C)no2)c1 (centres undefined) | -47 | x
Cc1[nH]c(=O)[nH]c(=O)c1S(=O)(=O)NCC12CC3CC(CC(C3)C1)C2 | -24 | 7
COc1cccc(CNCc2ccc(SC)cc2)c1OC | x | -12
COc1cccc2cc(C(=O)C3=C(O)C(=O)N(CCCN(C)C)C3c3ccncc3)oc12 (centres undefined) | -2 | x
CN(Cc1ccccc1)C(=O)c1[nH]cnc1C(=O)N[C@@H](Cc1ccccc1)C(=O)OCc1ccccc1 | x | -3
CCOC(=O)C1=C(O)C(=O)N(c2ccc(S(N)(=O)=O)cc2)C1c1ccc(OC)cc1 (centres undefined) | 9 | 15
COc1ccc(NC(=O)CSc2nnc(Cn3cnc4ccccc43)n2C)cc1 | x | -6
C1CSC2(N1)C1CC3CC2CC(C1)C31NCCS1 (centres undefined) | x | 10
Cc1cccc(N(C)C(=O)CCS(=O)(=O)c2cccc3nonc23)c1 | -26 | -11
COC(=O)c1ccc(C(NC(=O)OCc2ccccc2)/C(C)=C/[C@@H](C)C(=O)NCc2ccc(OC)c(OC)c2)cc1 (some centres undefined) | x | -11
COc1cc(C2=NOC(C(=O)NCc3ccccn3)C2)cc(OC)c1OC (centres undefined) | x | -15
OC(CNCc1ccco1)COc1ccccc1 (centres undefined) | 0 | 6
CCOCCN(C(=O)COC)c1cccc(OC)c1 | -3 | -27
O=C(Cc1ccc(Br)cc1)N1CCN(c2ccccc2O)CC1 | x | -17
CC(C)(C)C(=O)Nc1ccnc(-c2cccnc2)n1 | x | -32
CC(=O)C1=C(C)NC(=O)NC1c1cc(Br)ccc1OCC#N (centres undefined) | x | -1

Ordered by number of heavy atoms (lowest first): seven of the compounds above
SMILES | HIV RNase H inh | RmlC RmlD mix
C1CSC2(N1)C1CC3CC2CC(C1)C31NCCS1 (centres undefined) | x | 10
CC(C)(C)C(=O)Nc1ccnc(-c2cccnc2)n1 | x | -32
CC(=O)C1=C(C)NC(=O)NC1c1cc(Br)ccc1OCC#N (centres undefined) | x | -1
Cc1cccc(N(C)C(=O)CCS(=O)(=O)c2cccc3nonc23)c1 | -26 | -11
COc1cc(C2=NOC(C(=O)NCc3ccccn3)C2)cc(OC)c1OC (centres undefined) | x | -15
COc1ccc(NC(=O)CSc2nnc(Cn3cnc4ccccc43)n2C)cc1 | x | -6
COC(=O)c1ccc(C(NC(=O)OCc2ccccc2)/C(C)=C/[C@@H](C)C(=O)NCc2ccc(OC)c(OC)c2)cc1 (some centres undefined) | x | -11

Further entries follow:
SMILES | HIV RNase H inh | RmlC RmlD mix
Cc1cc(-c2cccs2)nc(-n2cccc2)n1 | x | -2
CCOc1cc2c(C#N)c(N3CCNCC3)nc(N)c2c(N)n1 | x | 6
Cc1cc(NC(=O)c2cccc(S(=O)(=O)N3CCCC3)c2)no1 | -16 | 6
CC(C)(C)C(=O)Nc1ccc(C(=O)OC2CCCCC2)cc1 | x | 2
CC1(C)CC(=O)c2cnc(N)nc2C1 | x | 2
COc1ccc(C(=O)NCCn2cc(SCC(=O)N3CCOCC3)c3ccccc32)cc1 | -6 | -4
CC(=O)Nc1ccc(NC(=O)CSc2nnc(-c3ccccc3)n2Cc2ccc3c(c2)OCO3)cc1 | x | 7
O=C(NCc1ccccc1)C1=C[C@@H](c2csc3ccccc23)C[C@@H](OCCCCO)O1 | x | -15
O=C(ONc1ccc(N=NC(=O)c2ccccc2O)cc1)c1ccccc1 | x | -12
CC(=O)c1cc(Cl)ccc1OC(=O)c1ccco1 | -23 | -51
N#Cc1nc(COc2ccccc2)oc1N1CCCCCC1 | x | 9
CCOC(=O)C1CN(S(=O)(=O)c2ccccc2)C1 | x | -9
COc1ccc(C(CC(=O)O)NC(=O)C2CCCCC2)cc1 (centres undefined) | 8 | 8
FC(F)(F)c1cccc(N2CCN(Cc3cccnc3)CC2)c1 | -5 | 20
Cc1cccc(OCCCC(=O)Nc2ccc(S(=O)(=O)N3CCCC3)cc2)c1 | x | -11
COc1ccccc1NC(=O)C1=C(C)Nc2nc(CCCO)nn2C1c1ccc2c(c1)OCO2 (centres undefined) | -1 | -19
COC(=O)NC1CCS(=O)(=O)C1 (centres undefined) | -13 | -10
CCOc1ccccc1C1C(C#N)=C(SCC(=O)OC)NC(=O)C1C(=O)OC (centres undefined) | -1 | -6
Cc1cccc(-c2nnn(Cc3nnc(NC(=O)c4ccccc4)s3)n2)c1 | x | 3
CC(=O)Nc1nnc(C)s1 | -7 | -8
Cc1nn(C)c(Oc2ccccc2)c1CCNS(=O)(=O)c1ccc(F)cc1 | x | -3

Bioassay records from PubChem BioAssay.
